Screening results as filed in PubChem.
RmlCD inh mix: mixture blocks RmlC and RmlD coupled enzyme activity; RmlC/RmlD coupled enzyme inhibition, 384-well mixture HTS; inhibition, % at 5.5 µM; actives 0.39% (n = 110,000); in the data active = inhibition above about 30%, passing the limit was not always enough; note: strong numbers were not always called active
HIV RNase H inh: inhibitors of HIV-1 reverse transcriptase RNase H | P04585 | RT-RNase H RNA/DNA duplex cleavage, fluorescence | inhibition, % at 10 µM | actives 1.9% (n = 65,000); in the data active = inhibition above about 50%
Active calls of the source: *; x = no result given. Not all compounds are listed; count on the stated rates, not on these rows.

The line under a structure holds: RmlCD inh mix | HIV RNase H inh
1	CC1CCCN(C(=O)Cn2nnc(-c3cccnc3)n2)C1 (centres undefined)
    5.4 | -4.2
2	O=C(NC(C(=O)c1ccccc1)n1cnccc1=O)c1ccccc1 (centres undefined)
    -9.6 | -1.6
3	COCCCn1c(Cc2csc(Nc3cccc(Cl)c3)n2)nnc1SCC(=O)OC1CCCCC1
    1.5 | x
4	COc1ccc(NC(=S)NCCc2ccccc2)c(OC)c1
    21.3 | x
5	Cc1ccc(S(=O)(=O)N(C)CC(=O)NC2CCCC2)cc1
    6.4 | -8.6
6	Cc1cc(C)c2c3c(sc2n1)C1(CCSCC1)C(C#N)=C(N)O3
    14.6 | 1.9
7	CNC(=S)NCc1ccc(Cl)cc1
    9.8 | x
8	O=C(CC1(O)C(=O)N(CN2CCOCC2)c2ccccc21)c1ccccc1 (centres undefined)
    -3.7 | -6.4
9	CCOc1ccc(-n2cnnn2)cc1S(=O)(=O)NC1CC1
    -1.4 | x
10	C=C(C)C1(O)OC(=O)C=C1OC (centres undefined)
    -10.0 | x
11	COc1ccc(CNC(=O)/C=C/c2cc([N+](=O)[O-])ccc2OC(F)F)cc1
    4.3 | x
12	O=C(Nc1ccc2c(c1)OCO2)c1ccc(S(=O)(=O)NCC2CCCO2)cc1 (centres undefined)
    -5.1 | -2.9
13	Cn1c(/C=C/N2CCOCC2)c(C(=O)c2ccc(Br)cc2)c(=O)n(C)c1=O
    -0.4 | 3.2
14	Cc1ccc(C)n1-c1ccc(-c2nnco2)cc1
    -14.8 | -4.5
15	Cc1nc2sc(C(c3ccco3)N3CC(C)OC(C)C3)c(O)n2n1 (centres undefined)
    x | -19.1
16	O=C(N/N=C/c1cccs1)c1cc(-c2ccc3ccccc3c2)n[nH]1
    9.3 | x
17	CC(C)NC(=O)CN(c1cccc(Br)c1)S(C)(=O)=O
    -3.5 | -2.9
18	CC(C)(NC(=O)N1CCCC1)c1cccc(C(C)(C)NC(=O)N2CCCC2)c1
    -0.9 | 6.0
19	c1ccc(CCn2nnnc2C(c2cccnc2)N2CCN(c3nc4ccccc4s3)CC2)cc1 (centres undefined)
    7.5 | -4.1
20	Cc1nn(C2CCOC(C)(C)C2)c2c1C(c1ccc(OC(C)C)cc1)SCC(=O)N2 (centres undefined)
    9.2 | x
21	O=C(CSc1nnc(-c2cccs2)n1Cc1ccco1)Nc1ccc2c(c1)OCO2
    -5.8 | -21.8
22	C=CCOC(=O)C1=C[C@@H](c2coc3ccccc3c2=O)[C@H](CCCO)[C@@H](OCC)O1
    3.6 | x
23	CCc1ccc(OCC(=O)NC(=S)Nc2ccc(C)cc2C)c(Br)c1
    6.9 | x
24	COC(=O)CC(=O)Cc1nc(N)nc(Nc2ccc(C)c(C)c2)n1
    -21.6 | -4.2
25	Nc1c(O)cccc1C(=O)O
    4.8 | x
26	CCOc1ccc(NC(=O)Nc2ccc(N(C)C(C)=O)cc2)cc1
    3.9 | 4.0
27	CCOC(=O)c1c(-c2ccccc2)[nH]c2ccc(O)cc12
    -14.4 | -9.8
28	CC(=O)c1cccc(NC(=O)c2ccc(N(Cc3ccc(C)cc3)S(C)(=O)=O)cc2)c1
    5.9 | x
29	CCn1c(COc2cccc(OC)c2)nnc1SCC(=O)Nc1cc(OC)ccc1OC
    -10.2 | -20.7
30	Cc1cccc(C(C)(C)C)c1OCCn1ccnc1
    13.7 | -0.9

The list goes on (4 carried over from the part before).
The line under a structure holds: RmlCD inh mix | HIV RNase H inh
27	CCOC(=O)c1c(-c2ccccc2)[nH]c2ccc(O)cc12
    -14.4 | -9.8
28	CC(=O)c1cccc(NC(=O)c2ccc(N(Cc3ccc(C)cc3)S(C)(=O)=O)cc2)c1
    5.9 | x
29	CCn1c(COc2cccc(OC)c2)nnc1SCC(=O)Nc1cc(OC)ccc1OC
    -10.2 | -20.7
30	Cc1cccc(C(C)(C)C)c1OCCn1ccnc1
    13.7 | -0.9
31	COc1ccc(-c2nn[nH]n2)cc1OC
    6.5 | x
32	Cc1ccc(C2C(C(=O)c3sc(C)nc3C)=C(O)C(=O)N2CCN2CCOCC2)o1 (centres undefined)
    11.2 | -3.9
33	COc1ccc(CCn2c(O)c(C=NCc3ccc4c(c3)OCO4)c(=O)[nH]c2=O)cc1OC
    7.6 | -30.3
34	CCN(CC)S(=O)(=O)c1ccc2c(c1)nc(SCC(=O)NC1CC1)n2-c1ccccc1OC
    11.3 | -7.9
35	CCOc1ccc(-c2nnc(NC3=NCCCCC3)o2)cc1
    6.8 | x
36	COc1cccc(NC(=O)N(C2CCCCC2)C(C)c2cccs2)c1 (centres undefined)
    29.1 | x
37	CCCc1nc(Nc2nc3ccccc3o2)nc(C)c1C(=O)OCC
    4.3 | 4.7
38	CCOC(=O)Nc1ccc(=O)n(Cc2c(Cl)cccc2Cl)c1
    15.2 | x
39	Cc1cccc(N2CN=c3s/c(=C\c4ccncc4)c(=O)n3C2)c1
    x | 6.8
40	CCN(CC)C(=O)n1nc(C)c(CN2C(=O)c3ccccc3C2=O)c1C
    -3.3 | x
41	CCOC(=O)CSCc1c(C#N)c2ccccc2n1C
    -9.3 | -21.1
42	COc1ccccc1NC(=O)CC1Nc2ccccc2NC1=O (centres undefined)
    21.9 | -14.5
43	CC1Oc2ccccc2N(CC(=O)Nc2ccc3c(c2)OCO3)C1=O (centres undefined)
    -13.7 | 2.1
44	Oc1cc2c(cc1CN1CCN(c3cccc(C(F)(F)F)c3)CC1)CCC2
    -8.0 | x
45	Clc1ccc(OCCn2ccnc2)c(Br)c1
    19.7 | x
46	Cc1ccc(S(=O)(=O)N2CCC(C(=O)N3CCC(C(=O)NCc4cccnc4)CC3)CC2)cc1
    -7.8 | -5.3
47	OCC1OC(n2cnc3c(NC4CCCC4)ncnc32)C(O)C1O (centres undefined)
    7.0 | x
48	O=C1c2ccccc2C(=O)N1Cc1cc(-c2ccccc2)no1
    -9.8 | x
49	COc1ccc(C[C@@H]2c3cc(O)c(OC)cc3CCN2C)cc1O
    -13.9 | x
50	COc1cccc(NC(=O)C2CCCN2C(=O)OCc2ccccc2)c1 (centres undefined)
    4.8 | -27.0
51	CN(C)c1ccc(NC(=S)NC(=O)/C=C/c2ccc(Cl)cc2)cc1
    -2.9 | x
52	COc1nc(-c2ccc(C)cc2)ccc1-c1noc(-c2ccco2)n1
    -24.0 | -11.2
53	CCOC(=O)c1[nH]nc(C(=O)c2ccc(Br)cc2)c1O
    3.6 | -9.5
54	O=C(COC(=O)C1(c2ccc(Cl)cc2)CCCC1)NC1CCS(=O)(=O)C1 (centres undefined)
    -0.9 | x
55	O=C(O)c1nn2c(c1Br)NC(c1ccccc1)CC2C(F)(F)F (centres undefined)
    -7.2 | -4.1
56	Cc1ccc(NC(=S)NNC(=O)Cn2nc([N+](=O)[O-])cc2C)cc1
    6.3 | x
57	Cc1ccc(-c2cc(C(=O)n3cnc4ccccc43)c3ccccc3n2)cc1C
    -4.0 | x
58	COc1ccc2sc(N3C(=O)CC(Cc4cccc(C)c4)C3=O)nc2c1 (centres undefined)
    10.3 | x
59	CC(=O)N(Cc1ccco1)C1(C(=O)NC2CCCC2)CCCCC1
    1.0 | x
60	CCSC1=C(C#N)C(c2ccc(Cl)cc2)C2=C(CCCC2=O)N1 (centres undefined)
    4.1 | 0.7
61	COc1ccc(CN2C=C3C(=O)C(C)(OC(=O)CCc4ccccc4)C(=O)C=C3C=C2c2ccc(C#N)cc2)cc1 (centres undefined)
    -11.4 | x
62	CC(C)(CO)N=Cc1c(O)[nH]c2ccccc12
    -3.4 | x
63	CCN(CC)S(=O)(=O)c1ccc(OC)c(NC(=O)c2cc([N+](=O)[O-])ccc2Cl)c1
    5.1 | x
64	COc1cc(OC)cc(-c2nnc(SCC(=O)Nc3cc(C)on3)o2)c1
    x | -1.5
65	Cc1ccc(S(=O)(=O)Nc2cc(C(=O)N3CCC4(CC3)OCCO4)ccc2N2CCCCC2)cc1
    5.2 | -6.8
66	CN1CCN(c2ccccc2NC(=O)c2ccc(OCc3ccccc3)cc2)CC1
    -8.9 | 0.3
67	CCOc1ccc(CC(C(N)=O)C(N)=O)cc1CN(C)C
    -9.8 | x
68	CC(=O)c1ccc(-n2nnnc2SCC(=O)N2CCc3ccccc3C2)cc1
    -0.1 | -13.6
69	O=C(c1cccnc1NCc1ccc(F)cc1)N1CCOCC1
    5.1 | -12.7
70	Cc1cccc(NC(=O)C2(C)CC3c4ccccc4C2c2ccccc23)c1 (centres undefined)
    -10.9 | x
71	O=S(=O)(c1cccc2nsnc12)N1CCN(C/C=C/c2ccccc2)CC1
    -4.2 | -12.0
72	O=C(O)c1cc(S(=O)(=O)NCc2ccco2)c(Cl)cc1Cl
    6.0 | 2.4
73	CC(C)n1c(SCC(=O)c2ccc3c(c2)OCCO3)nc2c1c(=O)n(C)c(=O)n2C
    2.0 | -4.5
74	COc1ccc(C)cc1NC(=O)C1CCCN(S(=O)(=O)c2cnc[nH]2)C1 (centres undefined)
    9.9 | -5.0
75	CCc1ccc(-c2nc(CN3CCC(C(=O)NCCN(CC)c4ccccc4)CC3)c(C)o2)cc1
    6.9 | 6.1
76	Cc1c(C(=O)OCC(=O)N2CC(=O)Nc3ccccc32)oc2ccccc12
    6.7 | x
77	COc1ccccc1NC(=O)c1ccc(S(=O)(=O)N2CCOCC2)cc1
    6.4 | -9.2
78	CCOC(=O)N1CCN(C(=O)CCCn2c(=S)[nH]c3ccc(Br)cc3c2=O)CC1
    30.1 | x
79	O=C(Nc1ccc(Br)cc1)c1ccccc1CC[N+](=O)[O-]
    -12.3 | x
80	COc1ccc(S(=O)(=O)NCCSC(C)(C)C)cc1
    4.3 | x
81	C#Cc1ccc([C@@H]2C=C(C(=O)NCc3ccccc3)O[C@H](OCCCCO)C2)cc1
    -5.9 | x
82	C/C(=N\NC(=O)c1nn(C)cc1Br)c1cccc(NC(=O)C2CCCC2)c1
    -6.8 | x
83	Nn1c(SCC(=O)N2CCCCCC2)nnc1-c1ccncc1
    -10.2 | x
84	CCCCSc1nc(O)c(C2OC(=O)c3c2ccc(OC)c3OC)c(=O)n1C (centres undefined)
    -43.8 | 2.8
85	O=C(c1ccc(COc2ccc(F)cc2)o1)n1cccn1
    x | -57.8
86	COC(=O)C1=C(c2cc3ccccc3o2)C[C@@H]2CC[C@H]1N2C(=O)NCCO
    6.5 | x
87	CC(C)(C)n1nc2c(c1NC(=O)Cc1cccc3ccccc13)CS(=O)C2 (centres undefined)
    -6.5 | -4.0
88	O=C1c2ccsc2SCCN1Cc1ccc(Cl)cc1
    9.8 | x
89	CCCc1cc(NCC2CCCO2)n2c(nc3ccccc32)c1C#N (centres undefined)
    101.9* | x
90	COc1ccc(S(=O)(=O)N2CCc3ccccc3C2)cc1OC
    6.6 | x

Some of these compounds in order of heavy-atom count, largest number first.
The line under a structure holds: RmlCD inh mix | HIV RNase H inh
87	CC(C)(C)n1nc2c(c1NC(=O)Cc1cccc3ccccc13)CS(=O)C2 (centres undefined)
    -6.5 | -4.0
64	COc1cc(OC)cc(-c2nnc(SCC(=O)Nc3cc(C)on3)o2)c1
    x | -1.5
69	O=C(c1cccnc1NCc1ccc(F)cc1)N1CCOCC1
    5.1 | -12.7
67	CCOc1ccc(CC(C(N)=O)C(N)=O)cc1CN(C)C
    -9.8 | x
80	COc1ccc(S(=O)(=O)NCCSC(C)(C)C)cc1
    4.3 | x

The list goes on.
The line under a structure holds: RmlCD inh mix | HIV RNase H inh
91	COc1ccc([C@H]2/C=C\CN(S(=O)(=O)c3cccc4cccnc34)[C@@H](C)C(=O)N2Cc2ccc(F)cc2)cc1
    -5.4 | x
92	Cc1c(C#N)sc2nc(-c3ccccc3)nc(N3CCCC3)c12
    -2.9 | -2.0
93	N#Cc1ccsc1NC(=O)COc1ccc(-c2nnco2)cc1
    -9.0 | 29.0
94	COCc1cc(C)nc(OCC(=O)N/N=C/c2cc(C)n(-c3c(C)cccc3C)c2C)c1C#N
    -3.2 | x
95	CCCOc1ccc(N2C(=O)CC(SC(=NCC)Nc3cccc(F)c3)C2=O)cc1 (centres undefined)
    10.5 | x
96	COCCSc1ccccc1C(=O)NCc1ccco1
    -0.6 | 22.4
97	CCOc1ccc(N(CC(=O)Nc2ccccc2)S(C)(=O)=O)cc1
    x | -1.6
98	Cc1cc(C)n(C(=O)Cn2nc(C(F)F)cc2C)n1
    2.0 | x
99	O=C(O)CNS(=O)(=O)c1cccc2nsnc12
    -12.3 | x
100	CCN(CC)C(=O)C(=O)c1cccn1-c1ccccc1C#N
    0.2 | x
101	CCOC(=O)c1ccc(NC(=O)CCc2nc(-c3cccc(C)c3)no2)cc1
    -6.6 | 18.8
102	COc1ccc(-c2cn3c(C)c(C(=O)Nc4cccc(NC(C)=O)c4)sc3n2)cc1
    -3.9 | 5.4
103	c1ccc2[nH]c(SN3CCOCC3)nc2c1
    13.1 | 90.6*
104	O=C(O)COc1ccc2c(c1)OCCO2
    3.1 | 0.9
105	CS(=O)(=O)N1CCc2cc(S(=O)(=O)Nc3ccc4c(c3)OCCO4)ccc21
    22.2 | 1.5
106	CCN(CCCNC(=O)C1CCN(S(=O)(=O)c2cnc[nH]2)CC1)c1ccccc1
    -13.3 | -15.5
107	Cc1ccc(SC(CC(=O)c2ccc(C)cc2)C(=O)O)cc1 (centres undefined)
    6.5 | x
108	COC(=O)c1cc(S(=O)(=O)N2CCC(C)CC2)ccc1F
    -8.6 | 1.9
109	CCOC(=O)c1ccc(NC2c3ncccc3C(=O)N2Cc2ccc(F)cc2)cc1 (centres undefined)
    11.3 | -12.2
110	COC(=O)CCCC1=CC2=C(c3ccccc3)C(=O)C(C)(OC(=O)C3CCCC3)C(=O)C2=CN1CCCCO (centres undefined)
    6.8 | x
111	CCC(C)NC(=O)C(NS(=O)(=O)c1ccc2c(c1)c(=O)n(C)c(=O)n2C)c1ccccc1 (centres undefined)
    -6.6 | 6.0
112	CCOc1ccc(OCC)c(NC(=O)C2C3C=CC(O3)C2C(=O)NCc2ccco2)c1 (centres undefined)
    14.1 | 5.1
113	Cc1c(Cl)cccc1N1CC(C(=O)Nc2nccs2)CC1=O (centres undefined)
    6.5 | 5.1
114	COCCCNC(CC(=O)Nc1ccccc1C(=O)OC)C(=O)O (centres undefined)
    x | 1.2
115	CC(c1ccccc1)n1cc(C(=O)NCCN2CCOCC2)nn1 (centres undefined)
    3.5 | -4.0
116	CC(C(=O)N1CCN(C)CC1)N1C(=O)c2ccccc2C1=O (centres undefined)
    -12.0 | -9.9
117	C1=C(CCNCc2ccccc2)CCCC1
    4.7 | x
